# PriA SSB inh – inhibitors of Klebsiella pneumoniae PriA binding to SSB C-terminal tail, primary screen, biochemical, AlphaScreen | AlphaScreen SSBct-PriA binding, biotinylated peptide | PriA–SSB C-terminal tail interaction (Klebsiella pneumoniae) | AID 1272365, 2023 | inhibition, % at 33 µM | 0.6% of 430,000 active; in the data active = inhibition mostly above about 37%, no sharp cut-off; inactive = mostly below about 20%;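 note: plate controls were negative control peptide for no effect and reference peptide for full effect; strong numbers were not always called active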
# * hit, by the source's call; & = joins results of further samples. Some of the compounds tested; the hit share may differ from the screen's.
SMILES,PriA SSB inh
Cc1cc(N2C(=O)C(O)=C(C(=O)c3cccs3)C2c2ccc(Br)cc2)no1 (configuration not stated),1.0
O=C(c1c(F)cccc1F)N1CCC(n2ccnn2)CC1,-20.0
COc1ccc(F)cc1S(=O)(=O)Cl,9.0
O=C(CSc1nnc(-c2ccccc2Cl)o1)N1CCCc2ccccc21,-10.0
CCOC(=O)c1sc(NC(=O)C2CCN(S(=O)(=O)c3ccc(OC)cc3)CC2)cc1C,0.0
Cn1cc(C(=O)N(CCc2cccs2)Cc2ccoc2)nn1,-1.0
COc1ccc(C(=O)NCC(c2cccn2C)N2CCCC2)c(OC)c1 (configuration not stated),-4.0
Cc1ccc2c(c1)NC(=O)c1cc(NC(=O)CC(CC(=O)O)c3cccs3)ccc1O2 (configuration not stated),-15.0
CCOc1ccccc1NC(=O)Nc1cnc(N2CCN(c3ccccn3)CC2)nc1,-5.0
O=S(=O)(c1ccc(Cl)s1)N1CCC(n2ccnn2)CC1,-3.0
CC(=NNC(=O)c1ccc(Cn2cc(Br)cn2)o1)c1cccc(NC(=O)C(C)(C)C)c1,2.9
Cc1cccc(NN=Cc2ccncc2)c1,5.3
CN1CCN(C(CNC(=O)Nc2ccc(F)cc2)c2ccc3c(c2)CCN3C)CC1 (configuration not stated),8.0
C[n+]1cccc(CNC(=O)C=NO)c1,-21.5
CCOc1ccc(CC(=O)NCCSc2ncc(-c3ccc(Cl)cc3)[nH]2)cc1,9.0
COc1cccc2c1OC1(C)C(C(=O)Nc3ccc(C)cc3C)C2NC(=S)N1c1ccc(C)cc1 (configuration not stated),-17.0
O=C(NCCc1cccs1)C1CN(C(=O)c2cnccn2)C1,-11.0
O=C(/C=C/c1cccs1)Nc1nc(-c2ccc(I)cc2)cs1,-3.0
CSc1nc(N2CCCC2)c2cnn(CCNC(=O)c3ccc4c(c3)OCO4)c2n1,5.0
COc1ccc(C=Nn2cnnc2SCc2ccc(OC)cc2)cc1,3.5
CCOC(=O)c1cnn(-c2nc(-c3ccc(C)cc3)cs2)c1N,2.0
O=C(COc1ccc(Cl)cc1)N1CCN(C(=O)c2cnn3ccccc23)CC1,-16.0
C[C@H](NC(=O)c1ccc(CS(=O)(=O)Cc2ccccc2Cl)o1)c1ccc(F)cc1,-19.0
COc1ccc(Cl)cc1S(=O)(=O)NCCCN1CCN(c2ccccc2)CC1,2.0
CC(C)N1CCc2nc(SCC(=O)Nc3ccc(F)c(Cl)c3)[nH]c(=O)c2C1,-4.0

# Shown as tab-separated lines: part of the list above.
smiles	PriA SSB inh
CCOc1ccc(CC(=O)NCCSc2ncc(-c3ccc(Cl)cc3)[nH]2)cc1	9.0
COc1cccc2c1OC1(C)C(C(=O)Nc3ccc(C)cc3C)C2NC(=S)N1c1ccc(C)cc1 (configuration not stated)	-17.0
O=C(NCCc1cccs1)C1CN(C(=O)c2cnccn2)C1	-11.0
O=C(/C=C/c1cccs1)Nc1nc(-c2ccc(I)cc2)cs1	-3.0

# Next section
SMILES,PriA SSB inh
Cc1cn2nnc(C(=O)Nc3ccc(NC(=O)c4ccco4)cc3)c2c(=O)[nH]1,-10.0
CO[C@@H](CNC(=O)C1(c2ccc(F)cc2)CC1)c1ccsc1,-18.0
Cc1nc(SCc2cccc(Cl)c2)[nH]c(=O)c1CC(=O)Nc1ccc(F)cc1,-14.0
COC(=O)c1sccc1NC(=O)Cn1cc(-c2nc(-c3ccc(OC)cc3)no2)ccc1=O,-18.0
CC(=O)c1cccc(NC(=O)[C@]2(C)Cc3ccccc3C(=O)O2)c1,-15.0
Cc1cc(NC(=O)COc2ccc(-c3nnc(C)o3)cc2)no1,-23.0&-8.0
O=C(CCSc1ccccc1)NCC1(CO)CC1,-20.0
COC(=O)Cc1cc(=O)[nH]c(N=C(N)Nc2ccc(C)cc2C)n1,-7.8
O=C(NN=C1CCCc2ccccc21)C(O)c1ccccc1 (configuration not stated),-4.7
O=C(Nc1ccccc1-c1ccc(=O)[nH]n1)[C@H]1CCCN(c2ccc(-c3ccco3)nn2)C1,-18.0
COc1ccc(OC)c2sc(NC(=O)CSc3ccc(F)cc3)nc12,10.0
O=C(COc1ccc(Cl)cc1Cl)NCCn1ccnc1-c1ccccn1,0.0
COc1cccc(-c2cc(=O)[nH]c(SCc3nc(-c4cc(OC)c(OC)c(OC)c4)no3)n2)c1,-1.0
COc1ccc([C@@]2(C)NN=C3Oc4ccccc4N32)cc1,-18.0
CC(C)CS(=O)(=O)N[C@H]1CCN(c2nccs2)C1,8.0
Cc1noc(C2CCN(C(=O)C3CCCN(C)C3)CC2)n1 (configuration not stated),-20.0
NC(=NOC(=O)CCc1ccccc1)c1ccc(Br)cc1,-72.8
COc1ccc(OCCNC(=O)N2CCCCC2)cc1,5.0&7.0
CCc1cccc(NC(=O)Cn2c(=O)n(CCCCC(=O)NC3CCCC3)c(=O)c3ccccc32)c1,2.0&2.0
Cc1ccc(-c2nc(S(=O)(=O)c3ccc(Br)cc3)c(SCC(=O)NC[C@H]3CCCO3)o2)cc1,-12.0
O=C(c1cc(Br)cs1)N(CCc1cccs1)C1CC1,-4.0
Cc1nnc(NC(=O)Cc2cc(-c3cccs3)on2)s1,6.0
O=C(NCCSc1ncc(-c2ccc(F)cc2)[nH]1)c1cccc(C(F)(F)F)c1,8.0
COc1ccc(C=c2sc3n(c2=O)NC2(c4ccccc4)N(C)C(=O)N(C)C2(c2ccccc2)N=3)cc1 (configuration not stated),-29.0
Cc1cc(CNS(=O)(=O)Cc2ccccc2)nc(N(C)C)n1,-2.0

# Further structures:
SMILES,PriA SSB inh
COc1ccccc1C1(CNC(=O)C(=O)NC2CC2)CCOCC1,-6.0
O=C1COc2ccccc2CN1CCCn1cccn1,-9.0
O=C(Cc1ccccc1Cl)NCC#CCN1CCCC1,-15.0
Cc1ccc(N(CCCCN2C(=O)c3ccccc3C2=O)C(=O)c2ccc(Oc3ccccc3)cc2)cc1,-13.0
O=C(CCc1csc(NC(=O)Nc2ccccc2)n1)NC1CC1,-5.0
Cc1ccc(N(C(=O)Cc2cccs2)[C@@H]2C=CS(=O)(=O)C2)cc1,-7.0
C/C(C=NNC(=O)c1ccccc1F)=C\c1ccccc1,2.1
O=C(ON=C(c1ccccc1)c1ccncc1)c1ccccc1F,-10.2
O=C(NCc1ccc2c(c1)OCO2)C(=O)Nc1ccc2c(c1)CCCN2C(=O)c1cccs1,-11.0
Cc1nsc(C(=O)NCCc2ccc(S(N)(=O)=O)cc2)n1,-15.0
O=C(CC1CCCCN1S(=O)(=O)c1ccc(F)cc1)NCCc1c[nH]c2ccccc12 (configuration not stated),15.0&24.0
Cc1[nH]c(=S)c(C#N)c(-c2ccc(Br)cc2)c1C(=O)Nc1ccccc1,1.0
CCc1ccccc1NC(=O)C(=O)NCC1CCN(Cc2ccccc2)CC1,-16.0
Cc1cccc(S(=O)(=O)NCCC(=O)N2CCC(S(=O)(=O)CC(C)C)CC2)c1,-9.0
O=C(Nc1cccc(-c2nc3ccccc3o2)c1)c1cc2cc([N+](=O)[O-])ccc2s1,6.0
O=C(NC1CCCCCC1)c1n[nH]c2ccccc12,1.0
O=S(=O)(Cc1cc(F)ccc1F)NCCn1ccn2nccc12,-13.0
O=C(O)/C=C/C(=O)Nc1ccc([N+](=O)[O-])cc1,4.0
O=C(NCC1CCN(c2nc3ccccc3s2)CC1)C(=O)Nc1cccnc1,0.0
O=C(CC(NCc1ccco1)C(=O)O)Nc1cccc(C(F)(F)F)c1 (configuration not stated),-5.0
COc1nn(C)cc1C(=O)NCC#CCOc1ccc2c(c1)OCO2,-15.0
O=C(NC[C@@](O)(c1cccs1)C1CC1)Nc1c(F)cccc1F,-15.0
COc1cccc(-c2ccc(SCc3ccncc3)nn2)c1,4.0
CCOC(=O)c1c(NC(=O)c2ccc(Br)cc2)sc2c1CCC2,-9.0
O=C(Nc1cc(Cl)cc(Cl)c1)c1cc2cc([N+](=O)[O-])ccc2s1,-1.0

# The list goes on.
SMILES,PriA SSB inh
COCc1cc(C)nc(OCC(=O)NN=Cc2cccc(OC)c2)c1C#N,-17.9
O=C(Cc1csc(Nc2ccc(F)cc2)n1)NC1CCN(Cc2ccccc2)CC1,14.0
CCC(=O)N1CCc2ccc(NC(=O)c3ccc(OC)c(OC)c3OC)cc2C1,-12.0
Cc1cc(C)c(S(=O)(=O)N2CCC(n3cnc4cc(F)ccc4c3=O)CC2)cc1C,-14.0
COCCN1CCCc2ccc(NS(=O)(=O)c3ccc(F)cc3)cc21,20.0
CC(=NNC(=O)c1cc(O)c(O)c(O)c1)c1ccc([N+](=O)[O-])cc1,-0.3
CCOC(CNS(=O)(=O)CCNC(=O)c1ccc2c(c1)OCO2)OCC,-8.0
O=C(CN1CCOCC1)Nc1cccc(-c2nc3ccccc3[nH]c2=O)c1,6.0
Cc1cc(NC(=O)CSc2nc3ncccc3c(=O)n2Cc2ccccc2Cl)n[nH]1,-3.0
COCCN(Cc1ccncc1)C(=O)NCCOc1ccccc1,-9.0
O=S(=O)(c1cccnc1)N1C2C=CCC1CC2 (configuration not stated),8.0
O=C(CS(=O)(=O)c1ccc(Cl)cc1)Nc1ccc2scnc2c1,-3.0
O=[N+]([O-])c1ccccc1C=Nn1c(-c2cccnc2)n[nH]c1=S,2.4
Cn1cccc(C(=O)Nc2ccc3c(c2)N(C(=O)c2cccs2)CC3)c1=O,-2.0
Cc1ccc(C(=O)Nc2ccc(C(=O)NCCNC(=O)COc3ccccc3)cc2)cc1,-13.0
CCOC(=O)C1=C(N)Oc2c(oc(CO)cc2=O)C1c1ccc2c(c1)OCO2 (configuration not stated),4.0
CCc1ccc(S(=O)(=O)NCC(c2cccn2C)N2CCc3ccccc3C2)s1 (configuration not stated),6.0
CCCN1CCCc2cc(CCNS(=O)(=O)c3ccc(NC(=O)C(C)C)cc3)ccc21,60.0*
O=C(NCCn1ncccc1=O)c1c(F)cccc1F,-1.0
COC(=O)C1=C(C(=O)OC)[C@@H]2N(C)c3ccc(OC)cc3[C@@]23C[C@@H](C(=O)OC)N(C(=O)C2CCC2)C3=N1,36.4
O=C(c1ccsc1)N1N=C(c2ccco2)C[C@H]1c1ccccc1,0.0
CC(C)Cn1cnc(-c2ccccc2)cc1=O,-9.0
CCOC(=O)CCCSc1nc2sc(C(=O)O)c(C)c2c(=O)[nH]1,-12.0
COc1cc(C)c(C)cc1S(=O)(=O)NCC[C@H](O)C(C)(C)C,-9.0
O=C(CSc1ccc(F)cc1)N1CC(c2nc(-c3cnccn3)no2)C1,-6.0

# The list goes on:
SMILES,PriA SSB inh
Cc1nccn1-c1ccc(N2CCN(S(=O)(=O)c3ccccc3Cl)CC2)nn1,-4.0
COCCNC(=O)CSc1nc2c([nH]c3ccccc32)c(=O)n1-c1cccc(C)c1C,-2.0
C=C[C@H]1[C@H](OC2OC(CO)C(O)C(O)C2O)OC=C(C(=O)OC)[C@H]1C[C@H]1CC(=O)C[C@H](CC(=O)CCc2ccc(O)cc2)O1 (some centres not stated),-6.6
COc1cccc(CNC(=O)Cn2c(=O)n(C(C)C)c(=O)c3nscc32)c1OC,-15.0
Cc1ccc(S(=O)(=O)N(C)CC(O)COc2c(C)cc(C)cc2C)cc1 (configuration not stated),-11.0
COc1nn(C)cc1C(=O)N1CCC(C(=O)Nc2ccc(Br)cc2F)CC1,-3.0
Cn1c([C@H]2CCCN(S(C)(=O)=O)C2)nn(CC(=O)N2CCCc3ccccc32)c1=O,-12.0
COc1cc(N/N=C(\C#N)c2nc(-c3ccc(F)cc3)cs2)c(OC)cc1Cl,8.0
C=CCn1c(=C2C(=O)N(CC)C(=S)N2c2ccccc2)sc(=C2SC(C)=C(C)N2CC)c1=O,-7.7
Cn1cccc1C(CNC(=O)C(=O)NCc1cccs1)N1CCCC1 (configuration not stated),-15.0&-15.0
CCCCC(Oc1coc(CN2CCN(c3ccccc3F)CC2)cc1=O)C(=O)O (configuration not stated),-3.0
Cc1ccc(N(C(=O)C2CCCCC2)C2C=CS(=O)(=O)C2)cc1Cl (configuration not stated),-5.0
N#Cc1ccc(NN=Cc2ccccc2)c([N+](=O)[O-])c1,3.8
CCOc1ccc(N2C[C@@H](NC(=O)Nc3ccc(Cl)cc3Cl)CC2=O)cc1,-5.0
CC1(C)SC(=NN=Cc2ccco2)NC1=O,-6.3
Cc1nc2c(sc3cccc(F)c32)c(=O)n1CC(=O)Nc1ccc(F)c(Cl)c1,-6.0
Cc1cc(NS(=O)(=O)c2ccc(NC(=O)CCN3C(=O)c4ccccc4C3=O)cc2)nc(C)n1,-13.0&-6.0
FC(F)(F)c1cccc(CSc2nnc(C3COc4ccccc4O3)o2)c1 (configuration not stated),12.0
Cn1c(-c2ccccn2)nn(CCNC(=O)c2cc(=O)c3ccccc3o2)c1=O,7.0
CC(C)c1ccc(OCC(=O)N/N=C\c2ccco2)cc1,12.0
COc1ccc(-c2cnnc(NN=Cc3ccc(-c4ccc([N+](=O)[O-])cc4)o3)n2)cc1,-12.1
COC(=O)c1c(-c2cccs2)csc1NC(=O)c1cccs1,-14.0
COC1(CNC(=O)Nc2cccs2)CCSC1 (configuration not stated),-6.0
O=C(NCCc1cccs1)c1ccc(N2CCCCC2)nn1,1.0
COc1ccc2nc(-c3cccc(NS(=O)(=O)c4ccc(OC)c(OC)c4)c3)cn2n1,4.0
CS(=O)(=O)c1ccc(Nc2nc(C(=O)NCc3ccc4c(c3)OCO4)cs2)cc1,6.0
C[C@](O)(CCc1ccccc1)CNC(=O)Nc1ccc(Cl)c(Cl)c1,-5.0
O=C(ON=Cc1cccc([N+](=O)[O-])c1)C1CC1,-6.3
O=c1/c(=C/c2ccc(Br)cc2)c2cccc3cccc1c32,-7.0

# Laid out differently: results already given
Compound	PriA SSB inh
C=CCn1c(=C2C(=O)N(CC)C(=S)N2c2ccccc2)sc(=C2SC(C)=C(C)N2CC)c1=O	-7.7
N#Cc1ccc(NN=Cc2ccccc2)c([N+](=O)[O-])c1	3.8
CCCCC(Oc1coc(CN2CCN(c3ccccc3F)CC2)cc1=O)C(=O)O (configuration not stated)	-3.0
FC(F)(F)c1cccc(CSc2nnc(C3COc4ccccc4O3)o2)c1 (configuration not stated)	12.0

# Screens: PubChem, Small Molecule Screening Facility, UW Madison
